# Assay outcomes as filed in PubChem.
# 12-LOX inh – blocks human arachidonate 12S-lipoxygenase; P18054; purified 12hLO, xylenol orange hydroperoxide absorbance; Potency, µM (doses to about 108 µM), without a hit: at the top dose activity change, negative = inhibition, actives largely listed as inhibitors; hit rate 1.1% among 580,000; further: on the % scale 0 is the no-effect control and ±100 the full control effect
#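 Purified human 12hLO (150 nM final) in 25 mM Hepes, 0.01% Triton X-100, pH 7.0 was preincubated 15 min at room temperature with compound. Then 40 uM arachidonic acid was added, 30 min. Hydroperoxide was read by Fe-XO absorbance ratio 573/405 nm.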
# rTrxR1 inhibitor – inhibitors of rat thioredoxin reductase 1; Potency, µM (series often up to 114 µM), inactives show top-dose activity change, negative = inhibition, actives largely listed as inhibitors; O89049; recombinant rTrxR1, NADPH fluorescence consumption, selenite substrate; hit rate 1% among 390,000; further: on the % scale 0 is the no-effect control and ±100 the full control effect; nearly all actives have a fitted effect of over 65% in size
# Target sequence (O89049 whole entry, looked up): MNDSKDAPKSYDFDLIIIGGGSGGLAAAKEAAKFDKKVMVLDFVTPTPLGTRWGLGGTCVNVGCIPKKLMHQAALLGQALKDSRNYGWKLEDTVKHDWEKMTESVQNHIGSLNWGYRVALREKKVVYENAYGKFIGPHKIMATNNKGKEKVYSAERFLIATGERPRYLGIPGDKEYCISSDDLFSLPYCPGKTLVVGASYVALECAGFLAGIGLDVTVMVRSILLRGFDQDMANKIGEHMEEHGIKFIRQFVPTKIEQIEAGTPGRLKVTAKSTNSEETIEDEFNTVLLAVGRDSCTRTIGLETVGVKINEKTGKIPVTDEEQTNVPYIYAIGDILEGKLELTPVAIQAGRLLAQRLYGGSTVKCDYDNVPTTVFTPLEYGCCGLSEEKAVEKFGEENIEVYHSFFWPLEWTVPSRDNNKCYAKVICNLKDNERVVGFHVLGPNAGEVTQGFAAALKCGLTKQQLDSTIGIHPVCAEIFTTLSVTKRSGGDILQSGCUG
#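 Rat TrxR1 (90 nM in the dispensed reagent) was pre-reduced with 400 uM NADPH for 5 min at room temperature, then incubated with compound for 15 min. After 400 uM selenite was added, NADPH fluorescence (Ex 340/Em 450 nm) was followed for 8 min.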
# RGS4 inhibitor – human RGS4 inhibition. AID 504845. P49798. Potency, µM (series often up to 114 µM), inactives show at the highest dose activity change, negative = inhibition, usual class: inhibitors. hit rate 0.039% among 390,000. Transcreener GDP fluorescence polarization, RGS4-accelerated GTP hydrolysis; further: on the % scale 0 is the no-effect control and ±100 the full control effect; nearly all actives have a fitted effect of over 75% in size; some results filed as inactive show a strong effect at the top dose
#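 MLSMR compounds (23 nl, pin-transferred) preincubated 10 min at room temperature with a 500nM (2x) first reagent, then RGS4 at 900nM (2x) plus Transcreener GDP mix added; fluorescence polarization (620/688 nm) read before and after 90 min at 30 °C.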
# TrxR1 substrate – substrates of rat thioredoxin reductase 1; hit rate 0.01% among 390,000; AID 588456; purified TrxR1 substrate turnover, NADPH consumption readout; O89049; Potency, µM (highest dose often 114 µM), inactives show at the top dose activity change, negative = substrate turnover; further: on the % scale 0 is the no-effect control and ±100 the full control effect; nearly all actives have a fitted effect of over 50% in size
#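 Rat TrxR1, dispensed at 90 nM, was prereduced with 400 uM NADPH (final) for 5 min at ~22 deg C, then incubated with compound 15 min before 400 uM selenite. A first-read NADPH fluorescence drop versus no-compound background flagged substrates.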
# Vif-APOBEC3F blk – Vif-A3F binding inhibition. HeLa A3F-eYFP + Vif (tagged APOBEC3F with the HIV-1 protein that degrades it), YFP fluorescence increase. Potency, µM (titrated, usually from 46.1 µM), for inactives: top-dose activity, negative = active. hit rate 0.2% among 390,000. AID 602313; further: % of control where 0% means no effect; nearly all actives have a fitted effect of over 65% in size
#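 HeLa cells stably expressing Vif plus C-terminally eYFP-tagged A3F were seeded, incubated overnight at 37 deg C, dosed with compound, incubated overnight again at 37 deg C. Yellow fluorescence (Ex 488/Em 500-530) reported blocked Vif-mediated A3F-eYFP degradation.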
# RXFP1 agonist – activates the human relaxin receptor RXFP1. Q9HBX9. HEK293T-RXFP1 cAMP TR-FRET, 30 min; response scale: percent of porcine relaxin response, buffer zero. Potency, µM (doses to about 57.5 µM), without a hit: at the highest dose activation, usual class: activators. hit rate 0.3% among 370,000. AID 2676; further: on the % scale 0 is the no-effect control and ±100 the full control effect; nearly all actives have a fitted effect of over 60% in size; many of its hits are not listed in these tables
#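 cAMP rise read by TR-FRET after 30 min, 37C compound exposure (up to 58 uM) in RXFP1-transfected HEK293 cells with Ro 20174 present. EC50 from Hill-equation fits, with 29 nM porcine relaxin as 100% and buffer as basal.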
# Vif-A3G inh – blocks the Vif interaction with human APOBEC3G | hit rate 0.076% among 410,000 | AID 602310 | Potency, µM (top dose mostly 46.1 µM), inactives show at the highest dose activity, negative = active, actives largely listed as inhibitors | HeLa A3G-eYFP + Vif (tagged APOBEC3G with the HIV-1 protein that degrades it), YFP fluorescence, overnight;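 further: on the % scale 0 is the no-effect control and ±100 the full control effect; nearly all actives have a fitted effect of over 60% in size; hits raise eYFP signal because A3G escapes Vif-driven loss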
#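 HeLa cells stably expressing Vif and C-terminally eYFP-tagged A3G, seeded overnight at 37 deg C, then exposed to compound by pintool overnight at 37 deg C. Rise in yellow fluorescence (Ex 488/Em 500-530, Acumen) marks blocked Vif-driven A3G degradation.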
# USP1 inh – USP1/UAF1 (human) deubiquitinase inhibition | AID 743255 | recombinant USP1/UAF1, Ub-Rhodamine cleavage fluorescence | O94782 | Potency, µM (series often up to 57.1 µM), for inactives: at the top dose activity change, negative = inhibition, usual class: inhibitors | hit rate 0.23% among 390,000; further: on the % scale 0 is the no-effect control and ±100 the full control effect; nearly all actives have a fitted effect of over 60% in size; inactives centre near -12
#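 USP1/UAF1 complex (1 nM) preincubated 15 min at room temperature with compound, then Ub-Rho substrate (150 nM final) added. Kinetic fluorescence at 480/540 nm over 6 reads at 60 s intervals; 50 mM HEPES pH 7.8, 0.5 mM EDTA, 0.1 mg/ml BSA, 1 mM TCEP, 0.01% Tween-20.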
# IDH1 R132H inh – human IDH1 R132H inhibition; IDH1-R132H enzyme, NADPH consumption, diaphorase/resazurin fluorescence; Potency, µM (titrated, usually from 76.6 µM), for inactives: at the highest dose activity change, negative = inhibition, actives largely listed as inhibitors; hit rate 0.093% among 390,000; AID 602179; further: on the % scale 0 is the no-effect control and ±100 the full control effect; nearly all actives have a fitted effect of over 65% in size
# Target sequence (O75874 whole entry R132H, stated change not applied): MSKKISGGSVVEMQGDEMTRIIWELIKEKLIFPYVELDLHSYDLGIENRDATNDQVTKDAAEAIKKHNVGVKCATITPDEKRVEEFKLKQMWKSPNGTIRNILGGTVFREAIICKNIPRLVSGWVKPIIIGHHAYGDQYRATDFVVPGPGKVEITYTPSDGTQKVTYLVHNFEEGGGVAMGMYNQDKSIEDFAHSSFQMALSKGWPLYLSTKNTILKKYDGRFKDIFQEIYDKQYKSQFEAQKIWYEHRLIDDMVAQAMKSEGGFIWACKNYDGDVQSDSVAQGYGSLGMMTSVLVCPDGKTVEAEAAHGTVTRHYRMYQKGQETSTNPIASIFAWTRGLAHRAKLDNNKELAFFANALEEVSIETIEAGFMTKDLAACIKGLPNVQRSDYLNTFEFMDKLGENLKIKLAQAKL
#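 IDH1-R132H (0.5 ug/mL dispensed) in pH 7.5 Tris buffer was preincubated 30 min with compound, then given a substrate mix of 0.016 mM NADPH and 2 mM alpha-KG for 80 min at room temperature; remaining NADPH was read by diaphorase/resazurin fluorescence.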
# Active calls of the source: *; ? = inconclusive; . = not tested or not shown; [ ] = remark or other dose. The call rests on the fitted dose curve; in most records, active means well fitted curve in the direction sought with a large enough effect; inconclusive means small, poorly fitted or top-dose-only effect, or another doubt; inactive means no such curve, though single readings can be large; an effect the other way counts as inactive or inconclusive. Potency means the concentration at half of the fitted maximal effect. An excerpt; the hit share may differ from the screen's.
SMILES,12-LOX inh,rTrxR1 inhibitor,RGS4 inhibitor,TrxR1 substrate,Vif-APOBEC3F blk,RXFP1 agonist,Vif-A3G inh,USP1 inh,IDH1 R132H inh
COc1cc(NS(=O)(=O)c2ccc(NC(C)=O)cc2)nc(OC)n1,-5%,14%[57.1 µM],-6%,8%[57.1 µM],-6%,-1.7%,0%,-13%,6%
CC1CCCN(Cc2c(O)ccc3c(=O)c(Oc4ccc(C(C)(C)C)cc4)c(C(F)(F)F)oc23)C1 (configuration not stated),?,8%,2%,3%,.,-0.3%,.,24%,.
CC(C(=O)NCc1cccs1)N1CCN(S(=O)(=O)c2ccc3c(c2)OCCCO3)CC1 (configuration not stated),4%,-10%,-17%,-15%,-3%,0.4%,0%,-14%,-3%
COc1ccc(S(=O)(=O)NCCc2csc(-c3cccc(F)c3)n2)cc1OC,-10%,-4%[57.1 µM],23%,-9%[57.1 µM],4%,0.3%,3%,-15%,-8%
COc1ccccc1NC(=O)COC(=O)C12CC3CC(CC(Br)(C3)C1)C2,17%,13%,-7%,4%,3%,.,11%,-23%,-1%
CCN(c1ccc(F)cc1)S(=O)(=O)c1ccc2[nH]cc(C(=O)NCCCN3CCOCC3)c(=O)c2c1,-2%,13%,-3%,8%,-6%,2.7%,-7%,-23%,0%
COc1ccccc1[C@@H]1C(c2cccc(Cl)c2)=NN(c2ccc(Br)cc2)[C@H]1C(=O)N1CCOC1=O,-24%,155%[activator],15%,138%[activator],6%,2.5%,-3%,2%,-8%
COc1cc(CN2CCCC(N3CCN(c4ccc(F)cc4)CC3)C2)ccc1F (configuration not stated),33%[activator],8%,-19%,3%,-12%,-0.6%,0%,-16%,15%
Cc1ccc(NC(=O)C(NC2CCCc3ccccc32)c2ccccc2)cc1Cl (configuration not stated),?,1%[57.1 µM],29%,-2%[57.1 µM],-5%,-0.4%,-5%,-11%,-1%
CCn1c2ccccc2c2cc(/C=N/NC(=O)c3ccccc3)ccc21,2%,79%[activator],3%,107%[activator],.,1.4%,?,-11%,10%
COc1ccc(C)cc1NC(=O)c1ccc(CN2CCc3ccccc3C2)cc1,0%,3%,-10%[56.9 µM],0%,15%,0.8%,-1%,-16%,8%
Cc1ccc(/C=C/C(=O)N2CC(C)CC(C)C2)o1 (configuration not stated),?,?,?,-6%,?,-0.6%,?,-10%,0%
COC(CNC(=O)c1c[nH]c2ccc(S(=O)(=O)N3CCC4(CC3)OCCO4)cc2c1=O)OC,-13%,2%,-8%,18%,0%,2.3%,-1%,-14%,6%
Cc1ccccc1NC(=O)CSCc1nc(N)nc(Nc2ccccc2C)n1,-8%,15%[57.1 µM],6%,-5%[57.1 µM],-10%,0.4%,-1%,-14%,17%
Cc1ccc(CN2CCN(C3CCN(S(=O)(=O)N(C)C)CC3)C(=O)C2=O)cc1,-13%,4%[57.1 µM],0%,0%[57.1 µM],0%,0.7%,3%,-21%,4%
O=C(Nc1ccc(Cl)cc1)c1csc(Cc2ccccc2)n1,-17%,7%[57.1 µM],-15%,4%[57.1 µM],2%,-0.1%,0%,-21%,7%
Cc1c(CC(=O)NCc2ccc(F)cc2)c(=O)oc2cc(O)c(Cl)cc12,-2%,79µM*,6%,893%[activator],0%,19%,?,-2%,5%
CC(=O)Nc1ccc(C(=O)COC(=O)C2CC3CCCC(C2)C3=O)cc1 (configuration not stated),-25%,-8%,21%,4%,3%,-0.1%,2%,-18%,1%
CC1=C(C(=O)N(C)C)CC(CC(=O)NCc2ccco2)C(=O)N1Cc1ccccc1 (configuration not stated),-5%,.,.,.,-22%,.,5%,2%,-3%
CCOC(=O)C1CCCN(CCSc2ccc(C)cc2)C1 (configuration not stated),?,-23%[57.1 µM],-32%,4%[57.1 µM],-4%,2.2%,-10%,8%,10%
CCOc1ccccc1NC(=O)c1ccc(F)c(S(=O)(=O)NCc2ccc3c(c2)OCO3)c1,1%,-20%[57.1 µM],-7%,-8%[57.1 µM],1%,4.1%,-2%,-12%,12%
CCc1ccccc1NC(=O)CCNS(=O)(=O)c1cc(Br)cnc1N,-5%,6%,11%[56.9 µM],5%,-5%,-0.1%,2%,-12%,0%
Cc1ccc(NC(=O)c2ccc(S(=O)(=O)N3CCCCC3)cc2)cc1,27%,19%[2.29 µM],-18%,9%[2.29 µM],-6%,0.8%,-1%,-14%,3%
COc1ccc(S(=O)(=O)c2c(O)c3ccc(C(=O)NCc4ccc(F)cc4)cc3[nH]c2=O)cc1,?,16%,-11%,3%,-14%,3.8%,1%,-14%,9%
O=C(Nc1cccc2c1CCCC2)c1ccc(Cl)c([N+](=O)[O-])c1,0%,9%[57.1 µM],-18%,7%[57.1 µM],-11%,-1.4%,-14%,-8%,6%
O=C(Cc1ccccc1)Nc1nnc(SCC(=O)NC2CCCC2)s1,39%[activator],21%[57.1 µM],-4%,0%[57.1 µM],7%,2.2%,0%,-15%,2%
Cc1noc(C(=O)NCc2ccco2)c1Cl,14%,15%,10%,-2%,0%,0.4%,2%,0%,-5%
CCS(=O)(=O)c1ccc(-c2cccc(NC(=O)c3ccco3)c2)nn1,4%,-4%,-14%,-1%,10%,-0.1%,1%,-8%,5%
Cc1cc(Cl)ccc1Oc1nc(-c2ccc(F)cc2)ccc1C#N,6%,22%[57.1 µM],7%,9%[57.1 µM],-1%,-3.3%,-7%,-3%,4%
COc1ccccc1CCC(=O)NNC(=O)Cn1nc(C)cc1C,4%,.,.,.,-3%,.,-2%,4%,-10%
O=C(c1ccc(CS(=O)c2cccc(Cl)c2)o1)N1CCN(c2ccccn2)CC1 (configuration not stated),1%,19%[57.1 µM],8%[56.9 µM],11%[57.1 µM],3%,-0.3%,?,-18%,1%
O=C(C[n+]1cn(C(F)F)c2ccccc21)c1ccc(Br)cc1,0%,-50%,-36%,-9%[57.1 µM],-8%,-0.9%,2%,-6%,9%
S=C(NCc1ccco1)N1CCN(c2ccccc2Cl)CC1,-18%,18%,-16%,-4%,0%,0.9%,2%,-17%,-6%
CCn1c(C)cc2c(c1=O)C(c1ccncc1)C(C#N)=C(N)O2 (configuration not stated),0%,-15%,-3%,-13%,-4%,3.6%,2%,-11%,5%
CSC(SC)=C(C(C)=O)C(=O)c1ccc(C)cc1,-16%,2%[57.1 µM],-26%,-11%,-2%,2.7%,-2%,-4%,1%
COc1ccc(Cl)cc1-n1nnc(-c2nc(-c3ccc4c(c3)OCO4)no2)c1C,2%,11%[57.1 µM],2%,-1%[57.1 µM],.,-0.3%,.,-11%,.
O=C(/C=C/c1ccccc1)N1CCN(c2ccc([N+](=O)[O-])c(N3CCOCC3)c2)CC1,-29%,-14%,-10%,-12%,-3%,0.2%,4%,-17%,6%
Cc1ccc(C(=O)N2CCN(S(=O)(=O)N3CCOCC3)CC2)cc1,24%,16%,7%,1%,12%,1.2%,2%,-12%,-14%
CCCn1c(N)c(N(CCOC)C(=O)CSc2cc(C)c3cccc(C)c3n2)c(=O)[nH]c1=O,33%,9%,-11%,6%,-2%,2.6%,-6%,-25%,9%
O=C(O)c1cccc(NS(=O)(=O)/C=C/c2ccccc2)c1,-1%,8%,-31%,0%,-5%,-1.9%,0%,-18%,-2%
C/C=C(\C)C(=O)NCCN1C2=NC[C@@H](C)N2C[C@H]1Cc1ccc(O)cc1,-2%,-19%,-6%,-5%,-5%,0.6%,0%,24%,-2%
Cc1nc(NC(=O)COc2ccccc2)sc1C(=O)Nc1cccc(Cl)c1,-12%,26%,-10%,5%,-9%,3.7%,1%,-20%,1%
Cc1ccc(Nc2nc(-c3cccnc3)cs2)cc1Cl,0%,31%,5%,7%,-6%,2.3%,0%,-24%,1%
COc1ccc(-c2nnc(SCC(=O)Nc3sc4c(c3C#N)CCC4)n2CC2CCCO2)cc1 (configuration not stated),0%,12%[57.1 µM],1%,5%[57.1 µM],-1%,1.7%,-1%,-8%,-11%
COc1ccc(Cl)cc1NC(=O)c1cc(S(=O)(=O)N2CCC(C)CC2)cn1C,-4%,5%[57.1 µM],-9%,-3%[57.1 µM],-7%,5.5%,-1%,-23%,-7%
Cc1ccc(C(=O)Nc2nnc(-c3ccco3)o2)cc1C,-2%,24%[57.1 µM],-4%,-9%,1%,0.2%,0%,-20%,9%
S=C(NCCN1CCOCC1)Nc1ccc(-c2nc3ccccc3[nH]2)cc1,-7%,19%,-38%,6%,-1%,2.0%,0%,-20%,0%
COC(c1ccc(Cl)cc1)(c1ccc(Cl)cc1)C(Oc1nc(C)cc(C)n1)C(=O)O (configuration not stated),-23%,1%,0%,1%,3%,2.4%,-2%,-6%,-4%
Cc1ccc(C)c(NC(=O)N2CCC(N3CCN(Cc4ccc(F)cc4)C(=O)C3=O)CC2)c1,?,6%[57.1 µM],15%,-5%[57.1 µM],-2%,-1.3%,-2%,-3%,-12%
COc1cc2cc(C)nc(Cc3cccc4ccccc34)c2cc1OC,?,2%,-50%,2%,-1%,5.6%,-2%,-13%,3%
